West Nile virus CPE: West Nile virus antiviral activity, cell-based, CPE readout (AID 1621) | CPE inhibition, % at 10 µM; hits with a dose series show IC50 in µM | 290,000 compounds, 0.02% hits | West Nile virus-infected cells, CPE inhibition; higher % means a stronger effect; in the data active = a potency from the dose series; inconclusive = CPE inhibition mostly from about 3.7% at the one dose, without a potency; inactive = the rest, 99 in 100 with CPE inhibition below about 2.2%; note: strong numbers were not always called active
human PMI inhibition: inhibitors of human PMI, primary screen, biochemical, fluorescence intensity, coupled assay (AID 1209); Mannose-6-phosphate isomerase (Homo sapiens); one-dose inhibition, % at 20 µM; IC50 in µM for titrated hits; 190,000 compounds, 0.42% hits; purified PMI enzyme, coupled fluorescence intensity; higher % means a stronger effect;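 note: plate controls were DMSO vehicle for no effect and wells lacking substrate for full effect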
TNAP activators: human TNAP enzyme activators, primary screen, biochemical, luminescent, no phosphate acceptor, uHTS (AID 1001). Alkaline phosphatase, tissue-nonspecific isozyme (Homo sapiens). purified TNAP, luminescent activation assay, no phosphate acceptor; higher activation fold means a stronger effect. one-dose activation fold at 20 µM; EC50 in µM for titrated hits. 200,000 compounds, 0.03% hits; in the data active = activation fold from about 3, or a potency from the dose series; inactive = the rest, 99 in 100 with activation fold below about 1.6; note: many of its hits are not listed in these tables
Insulin prom up: insulin promoter activators in MIN6 cells, imaging, high-content screening, mouse beta cells. MIN6 insulin promoter-GFP reporter; hits give high values. z-score at 5 µM. 190,000 compounds, 0.3% hits;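 active = z-score above 3 at 5 µM with at least 500 cells counted in the well; inconclusive = wells under 500 cells, flagged as cytotoxic or low count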
SV40 large T antigen: SV40 large T antigen inhibitors, biochemical (AID 1903); inhibition, % at 20 µM; hits with a dose series show IC50 in µM; 310,000 compounds, 0.39% hits; SV40 large T antigen ATPase/helicase inhibition assay; higher % means a stronger effect; in the data active = a potency from the dose series; inconclusive = inhibition mostly from about 32% at the one dose, without a potency; inactive = the rest, 99 in 100 with inhibition below about 32%; note: strong numbers were not always called active
human PMI inhibitors: human PMI inhibitors, high substrate, primary screen, biochemical, fluorescence intensity, high mannose 6-phosphate (AID 1220) | Mannose-6-phosphate isomerase (Homo sapiens) | recombinant PMI enzyme, coupled fluorescence intensity; higher % means a stronger effect | one-dose inhibition, % at 20 µM; IC50 in µM for titrated hits | 190,000 compounds, 0.66% hits
CSM14.1 death rescue: rescue of cells from ER stress-induced death, primary screen, 384-well, CSM14.1, thapsigargin, ATP luminescence (AID 1222); CSM14.1 thapsigargin-induced death rescue, ATP luminescence; higher % means a stronger effect; cellular ATP content (survival), % at 20 µM; hits with a dose series show EC50 in µM; 190,000 tested, under 10 active;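 active = EC50 below 50 µM in the dose-response confirmation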;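 note: death triggered by thapsigargin at about 15 µM added after 2 h compound pretreatment; cell ATP read after overnight thapsigargin exposure of roughly 18 to 22 hours; normalized against plate controls of thapsigargin alone and 5% DMSO vehicle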
RSV antiviral HEp-2: RSV antiviral activity via CPE protection, HEp-2 cells, primary 10 µM value included (AID 2391). HEp-2 cells, RSV-induced CPE inhibition; higher % means a stronger effect. one-dose CPE inhibition, % at 10 µM; IC50 in µM for titrated hits. 310,000 compounds, 0.13% hits; in the data active = a potency from the dose series; inconclusive = CPE inhibition mostly from about 23% at the one dose, without a potency; inactive = the rest, 99 in 100 with CPE inhibition below about 21%; note: strong numbers were not always called active
PhoP inhibition: inhibitors of PhoP regulon expression, primary screen, Salmonella Typhimurium, GFP reporter (AID 1863); S. Typhimurium PhoP-regulated promoter GFP reporter, 4 h; higher % means a stronger effect; one-dose inhibition, % at 50 µM; IC50 in µM for titrated hits; 300,000 compounds, 0.16% hits;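 active = inhibition over 29.93%, a cutoff 3 SD above the screen mean, later confirmed by dose response; inconclusive = inhibition over 29.93% but no dose response follow-up; inactive = inhibition at most 29.93% or unconfirmed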;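 note: 0% = low Mg2+ inducing control and 100% = high Mg2+ repressing control; strong numbers were not always called active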
Insulin prom up cell count: recorded beside Insulin prom up, whose call it bears; cell count; measured here: cytotoxicity, nuclei count;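 total cells summed across four imaged fields per well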
Numbers without * were called inactive; ? = inconclusive; . = not tested or not shown; & = joins results of further samples. Cut-off read from the data, not from the text of the source, unless noted: active = inhibition above about 50%; inactive = the rest.

SMILES | West Nile virus CPE | human PMI inhibition | TNAP activators | Insulin prom up | Insulin prom up cell count | SV40 large T antigen | human PMI inhibitors | CSM14.1 death rescue | RSV antiviral HEp-2 | PhoP inhibition
CN1CCN(c2ccccc2NC(=O)c2cccc(OCc3ccccc3)c2)CC1 | -0.5% | 4% | 1 | -4.8 | 1058 | 4% | 2% | -1.8% | -1.3% | 1%
CC(=O)c1ccc(C(C)(C)c2ccc(C(C)=O)s2)s1 | -0.5% | -2% | 1.1 | . | . | 22% | -3% | 1.5% | 5.7% | 11%
NC(=O)CC1C(=O)N(c2ccccc2)C(=S)N1NC(=O)c1ccccc1 (centres undefined) | -0.3% | . | . | . | . | 3% | . | . | 0.0% | -5%
O=[N+]([O-])c1c(NCCO)cc(N2CCCCC2)c2nonc12 | -0.2% | 58%* | 0.9 | . | . | 8% | . | -0.1% | 1.1% | -2%
Cc1cccc(N(C)C(=S)Oc2ccc3ccccc3c2)c1 | 0.7% | 9% | 1.1 | . | . | 7%&7% | 4% | -0.8% | 0.5% | 2%&-8%
CCc1c(C)c(C#N)c2[nH]c3ccccc3n2c1=S | -1.2% | . | . | -0.05 | 1327 | ? | . | . | 15% | -9%
CN1C(=O)C(O)(CC(=O)c2ccccn2)c2cc(Br)ccc21 (centres undefined) | 0.1% | 17% | 1.1 | -1.3 | 1206 | 12% | 12% | 4.0% | 2.1% | -3%
CC(=O)NC1C(=O)N=C(SCC(=O)Nc2cccc(Cl)c2)NC1=O (centres undefined) | 0.2% | 4% | 1.1 | 0.3 | 1241 | 11% | 8% | -0.7% | -0.6% | 7%
O=C(CSc1nccc(=O)[nH]1)NCc1ccco1 | 0.5% | . | . | 0.01 | 1482 | 15% | . | . | 1.2% | -11%
COc1ccccc1C(=O)Nc1c(C)cc(Br)cc1C | -0.8% | 1% | 1 | 1.1 | 1563 | 5% | 8% | -2.3% | 3.3% | -5%
CCCCC(=O)NC(NC(=S)N1CCCCCC1)C(Cl)(Cl)Cl (centres undefined) | -1.4% | -2% | 1.3 | -0.3 | 1389 | 20% | 3% | 8.3% | 1.1% | -6%
CCCNC(=O)NC(=O)CSc1nnc(C)n1N | -0.1% | -4% | 1.1 | . | . | 9% | -6% | 0.4% | 2.3% | -3%
Cc1ccc2c(Cl)cc(Cl)c(OCC(=O)NCCc3ccccn3)c2n1 | -0.5% | 5% | 1.1 | -0.23 | 1169 | 13% | 30% | -0.5% | 0.9% | 2%
CN(C)S(=O)(=O)c1cccc(CSCc2cccc(S(=O)(=O)N(C)C)c2)c1 | -1.7% | . | . | . | . | -8% | . | . | -0.3% | 2%
COc1ccc(/C=N/Nc2nccnc2Cl)c(OC)c1 | -0.5% | 3% | 1.2 | 0.49 | 1393 | 5% | 1% | 0.3% | 3.4% | 8%
CCC(C)C(NC(=O)C1CCC(C)CC1)C(=O)NC1CCN(Cc2ccccc2)CC1 (centres undefined) | -0.1% | 5% | 1.1 | -0.04 | 1353 | 4% | 3% | 0.6% | . | -6%
Cc1cc2cc3c(cc2nc1SCC(=O)O)CCC3 | 1.0% | 7% | 1 | 0.49 | 1462 | 24% | 13% | 0.9% | 14% | -13%
Cc1ccc(C2=Nc3ccccc3SC(c3cccc([N+](=O)[O-])c3)C2)cc1 (centres undefined) | ? | . | . | -0.06 | 985 | 20% | . | . | 2.8% | 1%
COc1ccc(CN2CCC(CNC(=O)NC3CCCCC3)CC2)cc1 | -0.2% | -4% | 1.1 | -0.32 | 1056 | 4% | 6% | -0.5% | -1.3% | -7%
CC1(C)CC(=O)C=C(N2CCOCC2)C1 | 0.1% | -10% | 0.9 | 0.48 | 1274 | 2% | -9% | -4.9% | 1.0% | -5%
O=C(C1=C[C@@H](c2csc3ccccc23)C[C@@H](OCc2ccc(CO)cc2)O1)N1CCN(Cc2ccc3c(c2)OCO3)CC1 | . | 20% | 1.1 | 0.15 | 1268 | 0% | 18% | 0.8% | 11% | -8%
O=C(NCC1CCCO1)c1onc(CSc2cccc3ccccc23)c1C(=O)O (centres undefined) | -0.1% | 3% | 1.1 | 0.28 | 1667 | 8% | 7% | 1.2% | 1.0% | -21%
O=C(C[N+]1(CC#Cc2ccccc2)CCOCC1)c1ccccc1 | -0.7% | -17% | 1.1 | 2.6 | 1377 | 35% | -6% | -0.9% | -1.2% | 9%
CC(=O)c1sc(NC(=O)c2ccc(F)c(F)c2)nc1C | 0.3% | 2% | 1.1 | -0.26 | 933 | 10% | -1% | 2.3% | 0.6% | 2%
O=C(C[n+]1ccc(C(=O)c2ccccc2)cc1)Nc1ccc(C(F)(F)F)cc1 | -0.4% | -3% | 1.1 | -0.41 | 1186 | 1% | 23% | 0.0% | -1.6% | 4%
CC(=O)C1=C(O)C(=O)N(C)C1c1ccccc1[N+](=O)[O-] (centres undefined) | -0.3% | . | . | . | . | 12% | . | . | 0.7% | -7%
C/C(=N\NC(=O)c1ccc(Cl)cc1)c1ccccn1 | ? | . | . | . | . | 1% | . | . | 7.2% | 17%
COc1cc(CNn2cn[nH]c2=S)ccc1OCC(=O)NC(C)(C)C | -1.4% | . | . | . | . | 9% | . | . | -0.7% | -5%
Cc1ccc(C(=O)N2c3ccccc3OCC2C)cc1 (centres undefined) | -0.9% | . | . | . | . | 11% | . | . | 1.4% | -4%
O=C(NCc1cccnc1)Nc1ccccc1 | -0.3% | -2% | 1.1 | -0.93 | 1481 | 5% | -2% | -0.8% | 1.4% | 5%
Cc1cccn2c(=O)c(C=O)c(Nc3ccccc3)nc12 | 2.4% | . | . | . | . | 2% | . | . | 1.6% | 0%
COc1ccc(NC(=O)CCNS(=O)(=O)c2cccc3nsnc23)c(OC)c1 | -0.6% | . | . | . | . | -5% | . | . | 1.2% | 8%
COCCSc1nnc(NC(=O)c2ccc(NC(C)=O)cc2)s1 | 0.6% | 12% | 1.1 | -0.09 | 1431 | . | 7% | 0.9% | 2.8% | .
Cc1cc(OCc2cc(C(=O)N(C)C(C)c3ccccn3)no2)cc(C)c1Cl (centres undefined) | -1.5% | . | . | . | . | 10% | . | . | 16% | 2%
CC(=O)SCCC(=O)N1C(C)CCCC1C(=O)O (centres undefined) | 1.1% | -3% | 1.1 | -0.03 | 1285 | -4% | -5% | -1.5% | 0.4% | -7%
Cc1ccc(Cl)cc1N1CCN(CC(=O)NC2CCCc3ccccc32)CC1 (centres undefined) | -1.6% | 14% | 1 | -1.1 | 1362 | 0% | 5% | -2.6% | 10% | 1%
CC1=C(C)C(=O)N(C(C)CCc2ccccc2)C1=O (centres undefined) | -0.7% | . | . | . | . | 16% | . | . | 0.5% | -1%
COc1ccc(CN(C(=O)Cc2c[nH]c3ccccc23)C(C(=O)NC2CCCCC2)c2ccc(C)o2)cc1 (centres undefined) | 1.0% | 26% | 1.1 | -0.55 | 1724 | -7% | 24% | -0.8% | 5.3% | 19%
O=C(O)CNC(=O)/C(=C\c1ccco1)NC(=O)c1ccco1 | 0.1% | . | . | . | . | 24% | . | . | -0.2% | 7%
Cc1c(Cl)cccc1NC(=O)CC1Oc2ccccc2NC1=O (centres undefined) | -1.2% | . | . | . | . | 8% | . | . | 0.6% | 11%
COc1ccc(-c2nnc3sc(CN4C(=O)c5ccccc5C4=O)nn23)cc1 | 1.1% | 5% | 1.1 | -0.27 | 1274 | . | 4% | . | 1.5% | .
Cc1ccc(CCNC(=O)C2CCCN(c3nc4ccccc4o3)C2)cc1 (centres undefined) | -0.7% | 6% | 1.1 | -0.12 | 1460 | -3% | 10% | -1.5% | 0.9% | -9%
COc1ccc(CCN(CC(=O)NC2CCCC2)C(=O)CCC(=O)Nc2cc(C)on2)cc1OC | . | -10% | 1.1 | 2.5 | 1002 | 3% | -4% | -1.2% | 1.6% | 8%
Cc1ccc(/C=N\NC(=O)COc2ccc(C)cc2[N+](=O)[O-])cc1 | -0.5% | 10% | 1.1 | 0.21 | 1311 | >100µM* | 7% | -3.2% | -0.2% | -5%
Fc1ccccc1NC(=S)NCCc1cccc(Cl)c1 | -1.0% | . | . | . | . | 4% | . | . | 6.2% | -5%
CC(=O)Nc1ccc(S(=O)(=O)NCc2ccc(C)n2C)cc1 | -0.5% | . | . | . | . | 6% | . | . | 1.0% | 6%
C=CC(C)n1c(Br)nc2c1c(=O)[nH]c(=O)n2C (centres undefined) | 0.5% | 2% | 1.1 | 1.2 | 1358 | -14% | -1% | -2.0% | 2.1% | 22%
CCN1C(=O)/C(=C\N2CCCc3ccccc32)SC1=S | 0.4% | 13% | 1 | -0.02 | 1365 | 1% | 4% | -3.5% | 0.7% | -3%
COc1ccc(S(=O)(=O)N2C(=O)/C(=C3\SC(N)=NC3=O)c3ccccc32)cc1 | -0.2% | . | . | -0.3 | 1397 | 12% | . | . | 11% | -7%
N=c1n(CCN2CCOCC2)c2ccccc2n1CC(O)COc1ccccc1 (centres undefined) | 0.1% | -3% | 1.1 | -2.3 | 952 | -3% | -4% | -1.6% | -0.2% | -3%
CSc1cccc(NC(=O)CNS(=O)(=O)c2ccccc2)c1 | -0.3% | . | . | . | . | 7% | . | . | 0.2% | 0%
COc1ccc(CNC(=O)COc2ccc(C(=O)c3ccc(F)cc3)cc2)cc1 | 0.0% | 2% | 1 | 0.5 | 1354 | 9% | 2% | 7.9% | 2.1% | -4%
CC(=O)Nc1ccc(N2C(=O)CCC2=O)cc1C | -0.2% | -2% | 1.1 | 0.12 | 1001 | -3% | -10% | 0.9% | 2.8% | -4%
Cc1cc2cc(CNC(=O)Nc3ccccc3)ccc2[nH]1 | -0.6% | 0% | 1.1 | -0.47 | 1241 | 8% | -1% | -0.3% | 2.4% | -1%
CSc1ccccc1NC(=O)c1cc(-c2cccnc2)nc2ccc(Br)cc12 | 0.1% | -3% | 1 | -0.71 | 1234 | 7% | 2% | -1.1% | 3.2% | -1%
Cc1ccc(/C=N/NC(=O)CSc2nc3ccccc3n2Cc2ccc(Cl)cc2)o1 | -0.8% | 12% | 1 | 0.93 | 1244 | 5% | 20% | 2.5% | 2.5% | 4%
O=C(Nc1ccc2c(c1)OCO2)OCc1ccccc1 | 0.7% | 8% | 1 | 1.5 | 1093 | 6% | -3% | -3.5% | 4.2% | 12%
CN1CCCC1CCNc1ccc2sc3ccccc3c(=O)c2c1 (centres undefined) | 17% | . | . | . | . | 29% | . | . | 26% | -3%

Screening results as filed in PubChem BioAssay.
